High-throughput results deposited in PubChem by The Scripps Research Institute Molecular Screening Center.
M5 ag – agonists of human muscarinic M5 receptor (CHRM5) | P08912 | CHO-K1 hM5 cells, Fluo-8 calcium fluorescence; 0% DMSO wells, 100% maximal acetylcholine response | activation, % at 3 µM | hit rate 0.19% among 360,000;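 active means activation above the run's mean over test compounds plus 3 SD, cut at about 23% in these data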;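 further: signal is peak over basal fluorescence ratio across the kinetic read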
CHRM4 agonist – agonists of human muscarinic M4 receptor (CHRM4); CHO-K1 hM4/Gqi5, Fluo-8 calcium fluorescence; vehicle 0%, full acetylcholine response 100%; activation, % at 3 µM; P08173; hit rate 0.14% among 360,000; AID 624127;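 active means activation above the run mean over all test wells plus 3 SD, cut at about 32% in these data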;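 further: peak over basal fluorescence ratio per well then scaled between controls; 0% = DMSO wells and 100% = acetylcholine at EC100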
TAAR1 agonist – human TAAR1 agonism. Q96RJ0. CHO RD-HGA16 TAAR1, Fluo-8 calcium fluorescence; vehicle wells 0%, saturating PEA agonist 100%. activation, % at 3 µM. hit rate 0.99% among 360,000. AID 624467;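 active means activation above the mean activation of all test compounds in the run plus 3 SD, cut at about 38% in these data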
Target sequence (Q96RJ0 whole entry, looked up): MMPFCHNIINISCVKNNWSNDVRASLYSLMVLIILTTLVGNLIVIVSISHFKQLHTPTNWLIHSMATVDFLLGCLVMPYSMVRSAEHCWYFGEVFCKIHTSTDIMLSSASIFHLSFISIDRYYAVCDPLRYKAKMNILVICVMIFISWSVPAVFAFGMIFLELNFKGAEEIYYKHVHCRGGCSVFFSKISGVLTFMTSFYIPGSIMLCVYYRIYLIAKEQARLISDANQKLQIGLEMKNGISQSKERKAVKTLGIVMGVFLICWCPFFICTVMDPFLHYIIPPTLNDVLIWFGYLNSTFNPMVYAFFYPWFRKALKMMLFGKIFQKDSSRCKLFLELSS
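Repeats: no replicates (n 1) | Material: CHO-derived RD-HGA16 cells with stable Gα16 and human TAAR1 | Technique: Kinetic Fluo-8 calcium fluorescence | Schedule: 17-24 h seeding, 75 min 37 °C dye, 30 min RT | Evaluation: % activation from peak over basal fluorescence ratio, DMSO-to-PEA scaled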
CHRM5 antagonist – antagonists of human muscarinic M5 receptor (CHRM5); P08912; CHO-hM5 cells, Fluo-8 calcium fluorescence, ACh EC80; inhibition, % at 3 µM; hit rate 0.59% among 360,000; AID 624040;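 active means inhibition above a per-plate cutoff, the mean of that plate's test compounds plus 3 SD, cut at about 27% in these data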;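 further: 0% = acetylcholine EC80 with DMSO and 100% = DMSO without agonist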
M1 antag – blocks human M1 muscarinic receptor | P11229 | CHO-K1 hM1, Fluo-8 calcium fluorescence, ACh EC80 antagonist | inhibition, % at 3 µM | hit rate 1.3% among 360,000 | AID 588852;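 active means percent inhibition above its own plate's cutoff, namely the mean of that plate's compound wells plus 3 SD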;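 further: peak over basal fluorescence ratio during 140 s after agonist addition; 0% = ACh EC80 plus DMSO and 100% = DMSO alone without agonist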
Target sequence (P11229 whole entry, looked up): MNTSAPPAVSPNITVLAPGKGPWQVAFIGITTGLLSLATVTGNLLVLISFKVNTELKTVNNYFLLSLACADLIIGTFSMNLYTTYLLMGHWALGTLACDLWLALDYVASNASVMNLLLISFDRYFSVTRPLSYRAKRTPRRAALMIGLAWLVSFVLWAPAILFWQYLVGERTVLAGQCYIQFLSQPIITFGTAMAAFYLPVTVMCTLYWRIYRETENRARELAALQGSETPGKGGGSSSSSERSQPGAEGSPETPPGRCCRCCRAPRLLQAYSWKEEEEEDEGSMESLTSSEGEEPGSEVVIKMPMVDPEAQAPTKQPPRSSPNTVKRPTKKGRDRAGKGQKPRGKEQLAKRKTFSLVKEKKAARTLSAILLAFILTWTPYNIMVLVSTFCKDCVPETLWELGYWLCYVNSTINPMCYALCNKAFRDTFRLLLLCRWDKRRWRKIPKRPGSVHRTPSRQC
M5 PAM – CHRM5 positive allosteric modulation. CHO-K1 hM5, Fluo-8 calcium, ACh EC20 PAM; 0% = ACh EC20, 100% = ACh EC100. AID 624038. P08912. hit rate 0.3% among 360,000. activation, % at 3 µM;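 active means activation above the run cutoff, the mean activation of all test compounds plus 3 SD, cut at about 18% in these data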
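system = human M5 receptor in CHO-K1 cells | compound = one concentration, 3 µM final (nominal) | schedule = Post-acetylcholine fluorescence recording 140 s | signal = Fluo-8 calcium dye fluorescence, kinetic read | benchmarks = low control EC20 acetylcholine (0%), high control EC100 acetylcholine (100%) | repeats = singlicate, one well per test compound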
M4 antag – antagonists of human muscarinic M4 receptor (CHRM4) | P08173 | CHO-hM4 cells, ACh EC80, Fluo-8 calcium fluorescence | inhibition, % at 3 µM | hit rate 0.73% among 360,000;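 active means inhibition above its plate's cutoff, the mean inhibition of sample wells plus 3 SD, cut at about 27% in these data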;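 further: 0% = acetylcholine EC80 with DMSO and 100% = DMSO without agonist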
M1 PAM – human CHRM1 positive allosteric modulation. hit rate 0.088% among 360,000. P11229. AID 588819. activation, % at 3 µM. CHO-K1 hM1, Fluo-8 calcium fluorescence, ACh EC20; 0% = ACh EC20, 100% = maximal ACh; in the data active means activation above about 19%, passing the limit was not always enough
CHRM1 agonist – agonists of human M1 muscarinic receptor. hit rate 0.33% among 360,000. CHO-K1 hM1, Fluo-8 calcium fluorescence, agonist mode; 0% DMSO, 100% acetylcholine EC100. P11229. activation, % at 3 µM. AID 588814;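 active means activation above the run's mean compound activation plus 3 SD, cut at about 16% in these data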;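 further: peak over basal fluorescence ratio within a 140 s kinetic read after compound addition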
Starred values were filed as active, the others as inactive; nt = not tested or not shown. This is a subset; rates above refer to the full screens.

SMILES | M5 ag | CHRM4 agonist | TAAR1 agonist | CHRM5 antagonist | M1 antag | M5 PAM | M4 antag | M1 PAM | CHRM1 agonist
Cc1cccc(NC(=O)c2ccc(N3CCCCC3)c([N+](=O)[O-])c2)n1 | -2 | 13 | 11 | 2 | 4 | -6 | 2 | -15 | -9
O=C(c1ccc(CSc2ccc(Cl)cc2)cc1)N1CCCC1 | -1 | 4 | 18 | 6 | 8 | -7 | -1 | -4 | -7
CCNc1nc(Cl)nc(-c2cn(-c3ccccc3)c3ccccc23)n1 | -1 | 0 | 2 | 3 | -3 | -1 | -1 | 19 | 7
c1ccc(CN2CCN(c3nc(-c4ccccc4)nc4ccccc34)CC2)cc1 | 1 | -1 | 2 | -3 | -17 | 5 | -9 | -1 | -5
CC1(C)CC(NC(=O)c2ccc(F)cc2)CC(C)(C)N1 | -2 | 0 | 0 | 17 | 17 | -8 | 3 | -8 | -3
COc1ccc(CN(C)C[C@H]2Oc3c(NC(=O)Nc4ccccc4)cccc3C(=O)N([C@H](C)CO)C[C@@H]2C)cc1 | 1 | 18 | 19 | 10 | 9 | -16 | 2 | -7 | -1
COC(=O)C1=C(CSc2nncn2C)NC(=O)NC1c1ccc(F)cc1 (stereo unspecified) | 0 | 0 | 5 | 4 | 0 | -7 | 3 | -1 | -4
O=C1CN(C(=O)c2cc(F)cc(F)c2)c2ccccc2N1 | -3 | 0 | 5 | 4 | -3 | 8 | 5 | 9 | -4
O=C(COC(=O)COc1ccccc1[N+](=O)[O-])Nc1cccc(Br)c1 | -2 | 4 | 4 | 4 | -9 | -3 | 0 | 5 | -6
CCn1cc(C(=O)N[C@H](C(=O)NCCO)C(C)C)c(=O)c2cc3c(cc21)OCO3 | -2 | 1 | 1 | -2 | -19 | 6 | -6 | 16 | -3
COc1cc(OC)cc(C(=O)N(Cc2cc3cc(C)ccc3[nH]c2=O)C(C)C)c1 | -3 | 0 | 3 | -1 | 7 | -4 | 5 | 2 | 4
CCOc1ccccc1NC(=O)CN(C)S(=O)(=O)c1ccc2[nH]c(=O)oc2c1 | -1 | 3 | 1 | 9 | -14 | 2 | -4 | 14 | -1
O=C(COc1ccc2ccccc2c1)NNC(=O)c1cccs1 | 1 | 2 | 8 | 0 | -6 | 4 | 3 | 13 | -3
Cc1ccc(N2CCN(C(=S)Nc3ccccc3)CC2)cc1 | -2 | 5 | -1 | -5 | -1 | -4 | -5 | -3 | -6
Cc1cc(Oc2nnnn2-c2ccccc2)ccc1Cl | -4 | -3 | 7 | -2 | -5 | -4 | 0 | 2 | -6
CCC1=NC(c2ccccc2Cl)N(O)C1(C)C (stereo unspecified) | 3 | 1 | 11 | 4 | 2 | -1 | 1 | 1 | -2
CC(C)C(=O)N1CCC1(C)C(=O)Nc1ccc(-n2cccc2)cc1 (stereo unspecified) | -2 | 1 | 2 | 12 | -9 | 7 | -6 | 4 | -5
CCCn1c(C(C)C)n[nH]c1=S | 2 | 0 | 2 | 7 | -1 | -2 | 4 | 0 | -4
O=c1[nH]c(NCCO)nnc1Cc1ccc(Cl)cc1 | 0 | -1 | -2 | 9 | -5 | -2 | -1 | 1 | -2
COc1ccc(C2C(C(=O)Nc3cccc(OC)c3)c3ccccc3C(=O)N2C)cc1 (stereo unspecified) | -1 | 2 | 6 | 1 | -9 | 4 | -3 | 5 | -5

Just M1 PAM and CHRM1 agonist, for two of the compounds above:
SMILES | M1 PAM | CHRM1 agonist
O=c1[nH]c(NCCO)nnc1Cc1ccc(Cl)cc1 | 1 | -2
COc1ccc(C2C(C(=O)Nc3cccc(OC)c3)c3ccccc3C(=O)N2C)cc1 (stereo unspecified) | 5 | -5

More records.
SMILES | M5 ag | CHRM4 agonist | TAAR1 agonist | CHRM5 antagonist | M1 antag | M5 PAM | M4 antag | M1 PAM | CHRM1 agonist
O=C(COC(=O)c1ccc2ccccc2n1)c1ccc(F)cc1 | -2 | 17 | 0 | 19 | 29 | -12 | 2 | -9 | -4
COc1ccc(CCC(=O)NCC(c2ccco2)N2CCc3ccccc32)cc1 (stereo unspecified) | -8 | 2 | -2 | -2 | -5 | -3 | -19 | 1 | -6
Nc1nc(SCC(=O)Nc2cccc(S(=O)(=O)N3CCCCCC3)c2)n[nH]1 | -5 | 0 | -1 | 6 | 3 | 7 | -2 | 6 | -7
CCN(CC)CCNS(=O)(=O)c1ccc2c3c(cccc13)C(=O)N2 | 0 | 0 | 0 | 0 | -14 | -2 | -1 | 8 | -5
CCOC(=O)C(NC(=O)c1ccccc1)=C1C=C(C)OC(C)=C1 | 3 | 1 | 5 | -2 | -2 | 5 | -3 | 5 | -2
Cc1ccc(C)c(S(=O)(=O)N2CCN(C(=O)[C@@H](NC(=O)c3ccc(F)cc3)C(C)C)CC2)c1 | -1 | 1 | 13 | 5 | 3 | 0 | 2 | 0 | -6
O=C(C1=NOC2(C1)C(=O)Nc1ccccc12)N1CCOCC1 (stereo unspecified) | 2 | 2 | 2 | 0 | nt | 0 | -19 | nt | nt
Fc1ccc(N2Cc3ccsc3C=N2)cc1 | -5 | 0 | 4 | 3 | 1 | -4 | 3 | 4 | -12
Cc1cc(Cn2nnnc2-c2ccncc2)cc(C)c1O | -5 | 3 | 6 | 5 | -21 | -5 | -5 | 13 | -4
CS(=O)(=O)N1CCN(C(=O)c2ccccc2F)CC1 | -7 | 0 | 5 | 1 | -18 | -7 | -7 | 8 | -2
O=C1CCC(C(=O)N2CCN(c3ccc(F)cc3)CC2)CN1CC1CCCCC1 (stereo unspecified) | 1 | 0 | 3 | -1 | -4 | 0 | -1 | 1 | -2
C(=N\Nc1nncn1/N=C/c1ccco1)/c1ccco1 | -1 | 2 | 0 | 15 | -24 | -8 | 13 | 17 | -2
CC1=C(C(=O)Nc2ccc(F)cc2)C(c2ccncc2)C2=C(CCCC2=O)N1 (stereo unspecified) | 1 | 0 | 8 | 12 | 4 | -8 | 1 | 2 | 0
COc1ccc(N2CCN(CCCNC(=O)c3ccc(CS(=O)(=O)c4ccc(OC)cc4)o3)CC2)cc1 | -2 | 14 | 4 | 8 | -6 | -8 | -2 | -1 | 0
O=C(Nc1nc2c(s1)CCCC2)c1cc2n(n1)C(C(F)(F)F)CC(C1CC1)N2 (stereo unspecified) | 1 | 1 | -1 | 4 | 6 | -2 | 6 | -2 | -4
COc1ccc(OC)c(CNc2ncc(-c3ccc(F)cc3)n2C)c1 | -1 | 1 | 13 | 11 | 20 | -10 | 9 | -21 | -9
COc1cc2oc(=O)cc(-c3ccc(-c4ccc(OC(F)(F)F)cc4)cc3)c2c(OC)c1OC | 2 | 0 | 0 | -9 | -19 | -3 | -3 | 11 | -3
O=C(CN1C(=O)CCSc2ccccc21)NC1CCCCC1 | -6 | 1 | 0 | 1 | -10 | -2 | -10 | 6 | -5
CCCn1ncc(CN2CCC(n3nccc3NC(=O)c3ccccc3Cl)CC2)c1C | -4 | 1 | 2 | 3 | 1 | 2 | 3 | 17 | 0
CCOc1cccc(CN2CCC(n3nccc3NC(=O)C3CC3)CC2)c1O | -5 | 1 | 3 | 4 | -12 | 4 | -8 | 7 | -5
C=C(c1ccc(O)cc1)c1ccc(O)cc1 | -2 | 4 | 7 | -1 | -18 | -3 | 7 | 3 | -2
Cc1ccccc1N/N=C/c1sc(=O)n(Cc2cccc(C(=O)O)c2)c1Cl | 3 | 1 | 2 | 3 | 0 | 7 | 8 | 6 | -3
Cc1cccc(C)c1OCCOC(=O)c1n[nH]c2ccccc12 | -1 | 0 | 10 | 11 | 1 | -9 | 3 | 6 | 5
CCS(=O)(=O)n1nc(-c2cccnc2)nc1NCc1ccc(F)cc1 | -2 | 3 | 1 | 3 | -4 | 0 | -5 | 6 | -1
COc1ccc(OCCOC(=O)CNC(=O)c2cccc(C)c2)cc1 | 0 | 4 | 0 | 3 | -9 | 1 | 0 | 14 | 6
CC(=O)c1ccc(NC(=O)c2ccc([N+](=O)[O-])o2)cc1 | 4 | 2 | 8 | -4 | -8 | 0 | 0 | 8 | 1
CS(=O)(=O)Nc1cccc(NC(=O)c2cccc3c(-c4cccnc4)coc23)c1 | 4 | 22 | nt | 15 | 19 | -13 | 7 | -9 | 2
CCOC(=O)c1ccc(NC(=S)NCCCN2CCOCC2)cc1 | -2 | 1 | 3 | 5 | -5 | 2 | 7 | 6 | -5
O=C(Nc1ccc(SC(F)F)cc1)c1cccc2nc3ccccc3nc12 | 0 | 1 | 2 | 0 | 10 | 0 | -3 | -2 | 0
Cc1cc(F)ccc1-c1cc(C(=O)NC2CCCCC2)[nH]n1 | 7 | 2 | 1 | -7 | 1 | 0 | -5 | -2 | -3

Looked up above.
Reading for `CCOC(=O)C(NC(=O)c1ccccc1)=C1C=C(C)OC(C)=C1` under CHRM5 antagonist: -2
Reading for `Cc1cc(Cn2nnnc2-c2ccncc2)cc(C)c1O` under M4 antag: -5

More compounds:
SMILES | M5 ag | CHRM4 agonist | TAAR1 agonist | CHRM5 antagonist | M1 antag | M5 PAM | M4 antag | M1 PAM | CHRM1 agonist
CC(=O)Nc1ccc(C(=O)COC(=O)Cc2ccsc2)c(F)c1 | 1 | 8 | 3 | 10 | -8 | -16 | -21 | 2 | 1
Cc1ccccc1OCC(=O)NCCN(C)C | -7 | 1 | 4 | 0 | -1 | 0 | -8 | -1 | -5
COc1ccc(C(=O)c2c[nH]cc2-c2ccccc2)cc1 | -5 | 1 | -2 | 14 | 1 | -8 | 2 | 0 | -8
CN(CC(=O)NCc1ccccc1Cl)S(=O)(=O)c1cccs1 | -5 | 1 | 1 | 18 | -17 | 4 | -15 | 17 | -6
O=C(/C=C\c1ccccc1)Nc1ccc(NC(=O)c2ccco2)cc1 | 0 | 10 | 10 | 0 | -2 | -3 | -12 | 7 | -3
O=C1c2cccc3cccc(c23)C(=O)N1Cc1ccccc1 | -8 | 0 | -1 | -1 | -3 | 14 | -9 | 5 | -4
CCCc1ccc(C2=Nn3c(nnc3C(C)C)SC2)cc1 | -7 | -2 | nt | 7 | -6 | 2 | -5 | 2 | -8
COc1ccccc1-c1ccc(SCc2ccc(C)cc2)nn1 | 2 | -1 | 6 | 6 | 5 | 1 | -8 | -1 | -5
Cc1ccc(S(=O)(=O)Nc2ccc3c(c2)C(=O)c2ccccc2-3)cc1 | -2 | 0 | -2 | 3 | -1 | -4 | 3 | 1 | -4
COc1ccccc1C(=O)NCCC(=O)N1CCN(S(=O)(=O)c2cccc(Cl)c2)CC1 | -1 | 2 | -1 | 3 | 1 | 2 | 1 | 3 | -3
O=C(CCSCc1ccc(Cl)cc1)NCCc1ccccc1 | -3 | 0 | 2 | 1 | 4 | 4 | 3 | 5 | -2
Cc1nn(Cc2c(F)c(F)c(F)c(F)c2F)c(C)c1NC(=O)c1ccc(COc2cc(Cl)ccc2Cl)cc1 | 2 | 0 | 14 | 6 | 17 | -3 | 12 | -7 | -2
Cc1cc(-n2nc3ccccc3n2)c(O)c([N+](=O)[O-])c1 | 6 | 0 | -2 | 3 | -3 | 8 | 2 | 1 | -5
CN1CCN(C(=O)c2cc3c(ccc4ccccc43)oc2=O)CC1 | -8 | 1 | 17 | 2 | -8 | 11 | -1 | 3 | -5
